Screening results (PubChem BioAssay)
TEAD-YAP inh – TEAD-YAP interaction inhibition, primary screen, TEAD-YAP interaction inhibitor project, luminescence, HEK-TIYL cells. 1.4% of 640,000 active. inhibition, % at 9.12 µM. TEAD-Gal4/YAP UAS-luciferase luminescence; in the data active = inhibition above about 32%;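 note: 0% = median of test compound wells and 100% = reference inhibitor wells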
MITF inh – MITF inhibitors, primary screen, biochemical, AlphaScreen, human; Microphthalmia-associated transcription factor (Homo sapiens), O75030; AlphaScreen MITF homodimerization, bead proximity signal; inhibition, % at 2.6 µM; 0.91% of 650,000 active; AID 1259374, 2018; in the data active = inhibition above about 50%;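 note: 0% = vehicle wells with protein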
GPR151 activ – activators of human GPR151, primary screen, cell-based, PathHunter beta-arrestin, luminescence. PathHunter beta-arrestin GPR151 cells. activation, % at 11.2 µM. 1% of 650,000 active. AID 1508602, 2020; in the data active = activation above about 4.9%;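 note: 0% = median of compound wells and 100% = cells with positive control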
FBW7 act – FBW7 E3 ligase activators, primary screen, biochemical, AlphaScreen, human. normalized activity (activation), % at 26.1 µM. AlphaScreen FBW7–phospho-cyclin E peptide binding, activator screen. 0.13% of 650,000 active. F-box/WD repeat-containing protein 7 (Homo sapiens), Q969H0. AID 1259310, 2017; in the data active = normalized activity above about 1.9%;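 note: purified mutant Fbw7 with reduced substrate affinity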
Target sequence (Q969H0 whole entry, looked up): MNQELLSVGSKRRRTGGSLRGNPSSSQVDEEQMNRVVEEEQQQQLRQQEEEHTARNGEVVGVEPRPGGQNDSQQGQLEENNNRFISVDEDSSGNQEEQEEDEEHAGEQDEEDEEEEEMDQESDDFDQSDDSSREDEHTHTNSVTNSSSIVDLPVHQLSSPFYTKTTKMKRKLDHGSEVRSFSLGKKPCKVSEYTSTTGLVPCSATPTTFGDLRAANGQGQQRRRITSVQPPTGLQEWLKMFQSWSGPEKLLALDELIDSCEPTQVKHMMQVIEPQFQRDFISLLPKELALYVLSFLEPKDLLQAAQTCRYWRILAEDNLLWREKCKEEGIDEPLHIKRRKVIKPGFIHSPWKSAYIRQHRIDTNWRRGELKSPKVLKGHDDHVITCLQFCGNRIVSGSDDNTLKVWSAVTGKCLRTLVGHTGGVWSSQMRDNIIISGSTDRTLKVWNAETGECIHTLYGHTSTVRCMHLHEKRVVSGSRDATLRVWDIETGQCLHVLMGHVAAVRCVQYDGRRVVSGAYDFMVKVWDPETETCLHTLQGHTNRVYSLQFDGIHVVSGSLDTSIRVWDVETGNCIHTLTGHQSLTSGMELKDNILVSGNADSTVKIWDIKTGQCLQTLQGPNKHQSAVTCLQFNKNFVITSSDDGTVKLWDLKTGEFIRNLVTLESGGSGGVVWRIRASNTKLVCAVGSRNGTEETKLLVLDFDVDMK
Starred values were filed as active, the others as inactive; & = joins results of further samples.

SMILES	TEAD-YAP inh	MITF inh	GPR151 activ	FBW7 act
Cc1ccc(S(=O)(=O)N(CCC#N)C2CCCCC2)cc1	4.7	-10.7	-1.7	0.1
O=C(/C=C/c1c(Cl)cccc1Cl)N1CCCC1	-15.9	-1.6	-0.1	-0.2
CCOCCOC(=O)C1=C(C)NC2=C(C(=O)CC(C)(C)C2)C1c1cccc(OC)c1OC (stereo not given)	2.0	6.3	0.0	-0.2
CCCOc1ccc(C(=O)Nc2ccc(NC(=O)c3ccccc3)c(C)c2)cc1	-8.4	-10.5	1.0	-0.1
COC(=O)CCSc1nc2sc3c(c2c(=O)n1-c1ccc(OC)cc1)CC(C)(C)OC3	14.2	0.1	3.0	0.1
COC(=O)c1sccc1NC(=O)c1ccc(Cl)s1	6.4	7.4	1.6	0.9
O=C(CSc1nc(NCc2ccc(Cl)cc2)c2ccccc2n1)c1ccc(Cl)cc1	6.0	16.0	-0.9	0.3
CC(=O)Oc1ccc(/C=C2\N=C(c3cc([N+](=O)[O-])ccc3Cl)OC2=O)c(OC(C)=O)c1	18.8	10.4	0.4	0.0
CC1(C)CC(=O)C2=C(C1)N(c1cc(Cl)cc(Cl)c1)C1=C(C(=O)CC(C)(C)C1)C2c1cccc(F)c1	-2.4	10.0	-0.6	0.1
Cc1cccc(C(=O)NNC(=O)C2CCCO2)c1 (stereo not given)	-3.0	-2.1	7.3*	0.2
Cc1ccc2[nH]c3c(c2c1)CCc1nonc1-3	-5.2	-1.1	1.0	0.0
C[C@@H](O)[C@H]1C(=O)N2C(C(=O)O)=C(S[C@@H]3CN[C@H](CNS(N)(=O)=O)C3)[C@H](C)[C@H]12	10.0	11.5	-0.1	0.0
CCc1ccc(-c2nc(CS(=O)CC(=O)NCCc3ccc(C)cc3)c(C)o2)cc1 (stereo not given)	0.4	15.5	-0.8	-0.1
COC(=O)c1ccc(CNc2ccc(F)cc2)cc1	-15.7	-1.1	-0.1	0.1
CCC(C(=O)OC)n1cnc2c(nnn2Cc2ccccc2F)c1=O (stereo not given)	1.5	6.6	3.5	0.0
COc1cc(/C=C2\N=C(c3ccc(C)c([N+](=O)[O-])c3)OC2=O)cc(Br)c1OC(C)=O	0.9	1.4	1.0	-0.1
O=C(O)CCC(=O)Nc1ccc([N+](=O)[O-])cc1	-3.8	-7.2	-1.5	-0.1
O=C(CSc1nnc(CNc2ccc(F)cc2)o1)N1CCN(C(=O)c2ccco2)CC1	3.9	16.2	-0.5	0.8
CC(=O)NC(=O)c1cc2c(ccc3ccccc32)oc1=Nc1ccc(C)cc1	4.3	6.1	2.2	0.0
O=C(CSc1nc2cc(C(=O)NCc3ccco3)ccc2c(=O)n1-c1ccc(F)cc1)c1ccccc1	5.5	3.5	-0.2	-0.2
Cc1ccc(S(=O)(=O)NCC(=O)OCC(=O)OC2CC(C)CCC2C(C)C)cc1 (stereo not given)	2.3	6.2	-2.9	0.0
Cc1ccc(C)c(CN2CCN3C(=O)[C@H](Cc4ccccc4)N(C)C(=O)[C@H]3C2)c1	-1.0	-8.6	-0.1	0.0
COC(=O)C1=CN(Cc2ccc(F)cc2)C=C(C(=O)OC)C1c1ccc(OC)c(OC)c1OC	-3.8	-8.6	2.0	0.1
CN(Cc1ccccc1)CC(O)COc1ccc(CNCCN2CCOCC2)cc1 (stereo not given)	-6.7	-14.5	0.3	0.1
O=C(CN1C(=O)C2C3C=CC(C3)C2C1=O)Nc1cccc(C(F)(F)F)c1 (stereo not given)	-5.2	21.9	-1.4	0.4
Cc1cccc(OCC(=O)NC(Cc2c[nH]c3ccccc23)C(=O)O)c1C (stereo not given)	-1.9	11.2	3.6	0.0
CC(=O)C1=C(O)C(=O)N(CCC(=O)O)C1c1ccc(Br)cc1 (stereo not given)	-18.1	11.6	0.8	0.3
COc1cc(/C=c2\sc3n(c2=O)NC2(c4ccccc4)N(C)C(=O)N(C)C2(c2ccccc2)N=3)cc(Br)c1O (stereo not given)	6.2	14.8	-0.7	0.2
CCOc1ccc(NC(=O)Nc2cc3sccc3n2CC)cc1	1.0	0.6	0.5	-0.1
CCOc1ccc(Nc2ncnc3c2c(-c2ccccc2)cn3-c2ccc(C)cc2)cc1	-0.9	4.2	-0.9	0.0
O=C(CN1C(=O)c2ccccc2C1=O)Nc1ccc(S(=O)(=O)NC2CCCCC2)cc1	7.8	-5.5	-0.3	-0.1
O=C(NCCCc1ccccc1)Nc1ccc(Cl)c(N2CCCS2(=O)=O)c1	3.7	3.9	-1.5	0.0
CCN(CC)C(=O)c1ccccc1NS(=O)(=O)c1ccc(C)cc1	2.9	7.9	0.8	0.1
COc1ccc(C(=O)N[N+](C)(C)C)cc1	-0.6	-6.8	-1.1	0.2
Cc1nnc(NC(=O)CCCOc2ccccc2)s1	2.5	2.6	0.2	-0.1
Cc1nc2c(-c3ccccc3)c(C)nn2c(NCc2ccncc2)c1C	-14.7	5.7	-0.6	0.1
COCCNC(=O)CCC1CCN(Cc2cccc(Oc3ccccc3)c2)CC1	-10.5	26.1	-1.0	0.3
O=C(NC1CCCC1)c1ccc(N2CCC(NC3CCOC3=O)CC2)cc1 (stereo not given)	-7.8	-8.5	0.1	0.1
Cc1cccc(C)c1NS(=O)(=O)c1cccc2cccnc12	9.8	4.6	0.3	0.0
Cn1nc(C(C)(C)C)cc1C(=O)N1CCCC1c1nc2ccccc2[nH]1 (stereo not given)	7.3	10.2	1.0	0.3
CCCCCSN1C(=O)c2ccccc2C1=O	1.6	-5.5	0.3	-0.1
CC(=O)Nc1ccc(S(=O)(=O)N2CCN(C(=O)c3ccccc3)CC2)cc1	14.3	4.3	1.4	0.0
COc1cc(/C=C2\C(=O)NN(c3ccc(Cl)c(Cl)c3)C2=O)c([N+](=O)[O-])cc1OC	1.2	2.6	-1.1	0.0
Cc1ccc2nc(N3CCCC3)nc(-c3ccccc3)c2c1	5.0	4.7	-1.2	0.5
Cc1onc(-c2ccccc2Cl)c1C(=O)N(CC#N)CC#N	6.8	0.1	0.0	-0.2
Fc1ccc(COc2ncnc3cccc(F)c23)cc1	9.5	7.0	-0.6	-0.1
CC1=C(C(=O)Nc2ccccc2)C(c2ccco2)C(C#N)=C(SCC(=O)Nc2cccc(C)c2C)N1 (stereo not given)	-22.9	0.9	-0.9	0.1
CCN(CC)Cc1ccc(C(=O)NC(C)c2cccs2)c(=O)[nH]1 (stereo not given)	-15.9	-13.1	1.1	0.2
COc1ccc(C2Oc3nc(SC)nnc3-c3ccccc3N2C(=O)c2ccccc2)cc1OC (stereo not given)	-7.3	-3.2	0.6	-0.2
O=C(Nc1ccc(Br)cc1)C(=O)NC1CC1	-21.5	-0.4	1.2	0.1
Cc1ccnc(NC(=O)Cc2ccc(Cl)cc2)n1	0.2	3.9	0.4	0.0
C=CCNC(=O)/C(=C/c1ccccc1)NC(=O)c1cccc(Br)c1	0.8	-12.2	0.2	0.1
O=C(NCC(=O)N1CCCC1)c1ccc(F)cc1	-6.5	-1.7	-0.6	0.0
CC1=CN2C(=NC(=O)CC2(C)C(=O)N(CC(=O)NC2CCCC2)C2CCCC2)C=C1 (stereo not given)	-0.3	7.4	-0.4	0.5
N#Cc1c(NC(=O)/C=C/c2ccc(Cl)cc2)sc2c1CCCC2	5.4	-5.3	-1.3	0.0
COC(=O)NCC(c1cccnc1)N1CCN(c2ccc(OC)cc2)CC1 (stereo not given)	0.8	4.3	-0.1	-0.1
COc1ccc(CC(=O)N2CC(=O)Nc3ccc(Cl)cc3C2c2ccccc2)cc1 (stereo not given)	-9.7	-3.2	-0.8	-0.3
COCCCNC(=O)C1CCN(Cc2cnn(-c3ccccc3)c2-n2cccc2)CC1	-0.9	-7.5	-0.6	-0.2
CNC(=O)C1CCN(S(=O)(=O)c2ccccc2)CC1	1.0	9.1	-0.5	-0.1
Clc1ccc2c(c1)C1OCCC1C(c1ccco1)N2 (stereo not given)	0.6	17.4	-0.4	-0.1

(continued)
SMILES	TEAD-YAP inh	MITF inh	GPR151 activ	FBW7 act
CCOc1ccccc1NC(=O)c1ccc(F)c(S(=O)(=O)N2CCN(c3cc(C)ccc3C)CC2)c1	-16.4	-0.6	0.8	0.0
CCOc1ccccc1NC(=O)c1sc2ncnc(N3CCc4ccccc4C3)c2c1C	8.4	7.7	-0.2	0.0
CCCCCCCN(C(C)=O)C1CC(=O)N(c2ccc(OC(F)(F)F)cc2)C1=O (stereo not given)	8.9	-4.9	0.1	-0.2
O=C(O)COc1ccc(Br)cc1C1Nc2ccccc2-c2nnc(SCc3ccccc3)nc2O1 (stereo not given)	2.6	-0.6	-1.0	-0.1
CCC1CN(CC(=O)NCC2CCN(C(C)C)CC2)Cc2cc(OC)ccc2O1 (stereo not given)	4.5	20.7	-1.1	0.5
COc1ccc(C2=N/C(=C\C(C)=C\c3ccccc3)C(=O)O2)cc1[N+](=O)[O-]	-5.4	-11.5	-1.0	-0.1
CC(C)(C)n1ncc2c(=O)n(Cc3ccc(Cl)cc3)cnc21	-7.3	14.8	0.0	0.2
O=C(NCc1cccs1)C(NS(=O)(=O)c1cccc2nsnc12)c1ccccc1 (stereo not given)	3.8	10.2	-0.7	-0.2
CCNC(=S)N(CCCO)Cc1cc2ccc(C)c(C)c2[nH]c1=O	-0.8	8.5	1.3	-0.1
CC(N=C(NC#N)Nc1ccncc1)C(C)(C)C (stereo not given)	-5.7&-5.4&5.4	0.5&7.3&-10.8&21.2&-11.8	-1.1&-2.1&1.3&0.0&0.8	0.1&0.2&0.0&0.1&-0.1
COc1ccc(C(=O)OCC(=O)C23CC4CC(CC(C4)C2)C3)c(OC)c1	4.8	7.7	-2.1	0.2
CC(C)n1cnc2c(NC3CCN(Cc4ccccc4)CC3)nc(-c3cccs3)nc21	8.9	4.4	1.9	0.0

Complete entries from above.
Record of CN(Cc1ccccc1)CC(O)COc1ccc(CNCCN2CCOCC2)cc1 (stereo not given) = TEAD-YAP inh = -6.7; MITF inh = -14.5; GPR151 activ = 0.3; FBW7 act = 0.1
Record of Cc1nnc(NC(=O)CCCOc2ccccc2)s1 = TEAD-YAP inh = 2.5; MITF inh = 2.6; GPR151 activ = 0.2; FBW7 act = -0.1
Record of O=C(/C=C/c1c(Cl)cccc1Cl)N1CCCC1 = TEAD-YAP inh = -15.9; MITF inh = -1.6; GPR151 activ = -0.1; FBW7 act = -0.2

Other entries:
SMILES	TEAD-YAP inh	MITF inh	GPR151 activ	FBW7 act
CC(=O)c1cccc(NC(=O)CSc2nc(C)cc(C)n2)c1	-14.1	-18.4	0.5	0.0
CCOC(=O)c1cccc(NC2C=CS(=O)(=O)C2)c1 (stereo not given)	62.9*	-6.4	1.9	-0.5
COc1ccccc1-c1ocnc1C(=O)NC1CCCC1	-8.1	-10.4	0.2	0.0
CCc1c(C)nc2c(C#N)c[nH]n2c1=O	-7.8	3.4	0.4	-0.2
c1nc2nc3c(c(NC4CCCCC4)n2n1)CCC3	-2.8	6.1	-1.0	0.1
COc1cccc(CC2=NOC(C(=O)NC(C)CCCC(C)(C)O)C2)c1 (stereo not given)	2.2	15.2	2.9	0.0
CC(=O)NC1=NN(c2ccccc2)C(=O)C1	2.1	-0.2	1.5	-1.2
CC(C)c1ccc(/C=N/Nc2nc(CCl)cs2)cc1	-46.6	-20.3	0.3	0.0
Cc1ccc(OCC(O)CN2CC(C)OC(C)C2)cc1C (stereo not given)	2.7	9.3	0.3	0.1
Cn1c(=O)c(=O)n(C)c2cc(S(=O)(=O)NCc3cccnc3)ccc21	1.9	3.1	-0.3	0.1
Cc1[nH]c2ccccc2c1C(=O)/C(C#N)=C/c1ccccc1[N+](=O)[O-]	-4.8	9.3	4.7	0.0
COc1ccc(CNCc2ccc(OC)c(Br)c2)cc1	0.9	16.6	-0.9	-0.2
COc1ncnc2c1sc1nc3c(cc12)COC(C)(C)C3	-22.8	14.1	0.3	0.0
COc1cc(C2c3c(c4ccccc4oc3=O)Nc3ccc4ccccc4c32)ccc1O (stereo not given)	-11.1	13.6	-0.2	0.6
COc1ccccc1CN1CCN2C(=O)[C@H](CO)NC(=O)[C@H]2C1	-3.5	14.7	-0.4	-0.2
Cc1c(C(=O)Nc2ccccc2C(F)(F)F)sc2ncnc(N3CCN(c4ccccc4)CC3)c12	-6.5	-4.5	0.6	0.3
CC(C)/C(=N/O)c1ccc(OCCOc2ccc(C#N)cc2)cc1	-7.8	18.9	-1.6	0.1
O=C(CCSc1ccccc1)N1CCN(CC(O)c2cccs2)CC1 (stereo not given)	-55.4	20.3	-1.9	0.6
CCN(Cc1cc2ccccc2[nH]c1=O)C(=O)c1cc(OC)cc(OC)c1	-0.6	0.8	-1.1	-0.1
O=C(O)C1(S(=O)(=O)c2ccc(Cl)c(Cl)c2)CCCC1	1.9	1.8	0.8	0.0
CC(C)(C)c1nnc(NC(=O)c2cccs2)s1	-32.8	8.2	-3.7	0.0
COCCn1c(=S)[nH]c2cc(C(=O)N3CCC(C(N)=O)CC3)ccc2c1=O	9.0	9.2	-0.7	-0.1
COc1ccc(-c2c(C(F)(F)F)oc3c(CN(C)C4CCCCC4)c(O)ccc3c2=O)cc1OC	8.9	10.3	0.2	0.1
